# Bioassay records from PubChem.
# EBV gp42 block – blocks Epstein-Barr virus glycoprotein 42 binding | Fluorescence polarization binding assay, mP read-out | inhibition, % (tested at 21.74 µM) | 220,000 tested, 0.42% active | AID 1085; in the data active = inhibition above about 50%
# Target sequence (Q1HVG2 whole entry, looked up): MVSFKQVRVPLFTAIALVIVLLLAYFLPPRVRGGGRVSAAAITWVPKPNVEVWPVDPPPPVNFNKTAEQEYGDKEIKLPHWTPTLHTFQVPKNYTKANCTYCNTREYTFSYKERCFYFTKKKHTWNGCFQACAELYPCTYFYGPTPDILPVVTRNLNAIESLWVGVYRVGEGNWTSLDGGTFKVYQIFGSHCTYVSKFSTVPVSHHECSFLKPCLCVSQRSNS
# MDM2 E3 inh – Mdm2 E3 ligase (human) inhibition; Q00987; cell-based MDM2 ubiquitination luciferase reporter, 2 h; 0 = plate control, 100 = twice control, blank-subtracted; signal enhancement, % at 5 µM; 210,000 tested, 0.11% active; AID 1230;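 active = signal enhancement of 30% or more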;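 also: luminescence tracks abundance of the self-degrading MDM2-luciferase fusion protein; higher signal means inhibition of MDM2 E3 ligase activity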
#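 Buffer or medium: Cells held in DMEM | Assay system: Stable mammalian line carrying autodegrading MDM2–luciferase fusion reporter | Quantity: 2000 cells/well | Times: 4 h settle plus 2 h compound, 37 °C | Doses: One concentration, 5 µM, with 0.2% DMSO | Technique: Luminescence with SteadyLite reagent, 15 min at room temperature | Benchmarks: Plate controls and plate blanks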
# zfTRPN1 agonist – agonists of zebrafish TRPN1 channel; HEK293 zebrafish TRPN1-YFP, Fluo-8 calcium fluorescence; 100% = response to 87 µM carbachol; activation, % at 3 µM; 220,000 tested, 0.18% active; AID 1424;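 active = activation above its plate's cutoff, the mean activation of test wells on that plate plus 3 SD, cut at about 19% in these data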;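 also: 0% = DMSO alone and 100% = 87 µM carbachol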
#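 Assay system: Zebrafish TRPN1-YFP in HEK293 cells | Incubation: Dye loading 1 h at 37 °C, then 30 min room temperature | Measured by: Kinetic Fluo-8 fluorescence, ex 470-495, em 515-575 nm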
# TNF death inh – blocks TNF-alpha induced death of Jurkat FADD-/- cells. activation (protection from cell death), % at 10 µM. AID 463075. 220,000 tested, 0.068% active. Jurkat FADD-/- TNF necroptosis rescue, ATP luminescence, 24 h; 0 = TNF only, 100 = no-TNF cells;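 active = activation, meaning protection from cell death, of at least 50% relative to plate controls; inactive = activation below 50%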;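 also: necroptosis triggered by 40 ng/mL TNF-alpha added together with compound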
# TRPML3 ag – activates the human TRPML3 channel; Q8TDD5; AID 1448; 220,000 tested, 0.29% active; HEK293 TRPML3-YFP, Fluo-8 calcium fluorescence; 100% = the carbachol control signal; activation, % at 3 µM;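 active = activation above its plate's cutoff, the mean activation of the plate's test wells plus 3 SD, cut at about 12% in these data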;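 also: 0% = DMSO only wells and 100% = carbachol wells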
#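 Material: HEK293 cells stably carrying human TRPML3-YFP; compound dosing: single dose, 3 µM final nominal compound, 0.3% DMSO final; incubation: 1-h 37 °C dye load, 5-s basal, 120-s post-compound reads; technique: Fluo-8 intracellular calcium fluorescence, excitation 470-495 nm, emission 515-575 nm; read-out basis: percent activation from peak-to-basal fluorescence ratio, scaled between DMSO and carbachol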
# Runt-SMMHC FRET – blocks binding of human RUNX1 Runt domain to CBFb-SMMHC. Q01196+Q13951. Cerulean-Runt/Venus-CBFb-SMMHC FRET ratio 530/480, 1 h. inhibition, % at 20 µM. 220,000 tested, 0.74% active;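 active = mean inhibition across duplicate retests at 20 µM reaching about 50%, limit read from the data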;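 also: 0% = DMSO wells and 100% = wells with excess untagged CBFb-SMMHC; inhibitors lower the FRET ratio by blocking Runt binding to CBFb-SMMHC; some results filed as inactive read as strong as hits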
# Target sequence (Q01196 whole entry, looked up, the tested form may be a part): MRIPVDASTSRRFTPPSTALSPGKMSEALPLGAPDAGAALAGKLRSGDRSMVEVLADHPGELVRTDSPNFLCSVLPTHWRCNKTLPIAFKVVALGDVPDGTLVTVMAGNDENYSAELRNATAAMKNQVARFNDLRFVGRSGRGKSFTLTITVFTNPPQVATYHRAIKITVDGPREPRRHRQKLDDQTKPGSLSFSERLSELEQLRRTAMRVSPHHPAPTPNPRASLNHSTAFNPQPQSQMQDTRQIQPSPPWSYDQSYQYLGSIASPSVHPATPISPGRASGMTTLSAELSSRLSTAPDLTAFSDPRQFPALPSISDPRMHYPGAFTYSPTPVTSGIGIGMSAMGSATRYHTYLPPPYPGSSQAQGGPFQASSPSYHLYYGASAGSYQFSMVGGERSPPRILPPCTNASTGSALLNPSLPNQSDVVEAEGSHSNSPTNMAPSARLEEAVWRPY
# Target sequence (Q13951 whole entry, looked up, the tested form may be a part): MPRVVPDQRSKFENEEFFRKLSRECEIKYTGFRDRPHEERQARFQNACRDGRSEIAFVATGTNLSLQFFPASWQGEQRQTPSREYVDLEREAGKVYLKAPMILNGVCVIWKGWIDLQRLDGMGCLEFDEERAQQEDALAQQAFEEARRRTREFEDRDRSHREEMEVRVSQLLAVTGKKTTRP
# PPC-1+TRAIL kill – kills PPC-1 cancer cells in the presence of TRAIL; cell killing (% activity), % at 4 µM; PPC-1 cells + TRAIL, ATPLite viability luminescence; 220,000 tested, 0.41% active;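 active = cell killing above 50% in the first pass at 4 µM, then a duplicate retest at 5 µM averaging 50% or more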;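 also: plate controls were cells with TRAIL plus DMSO for no effect and medium-only wells lacking cells for full effect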
# NCF1 inh – p47phox (human) inhibition; P14598; p47phox/p22phox peptide binding, fluorescence polarization, 2 h; inhibition, % at 24.7 µM; 220,000 tested, 0.53% active; AID 1274;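 active = inhibition above about 30%, limit read from the data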;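 also: 0% = p47phox with labelled peptide and 100% = labelled peptide alone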
# CHOP inhibitor – blocks CHOP induction under ER stress; CHO-K1 CHOP-promoter luciferase, tunicamycin-induced, 15-18 h; inhibition, % at 10 µM; 220,000 tested, 3.8% active;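 active = compounds that reduced the stress-induced luciferase reporter signal by more than about 70% of percent inhibition, limit read from the data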;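 also: 0% = tunicamycin plus vehicle and 100% = wells without tunicamycin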
# Starred values were filed as active, the others as inactive; . = not tested or not shown; & = joins results of further samples.
Structure	EBV gp42 block	MDM2 E3 inh	zfTRPN1 agonist	TNF death inh	TRPML3 ag	Runt-SMMHC FRET	PPC-1+TRAIL kill	NCF1 inh	CHOP inhibitor
O=C(CCCn1c(SCc2cccc([N+](=O)[O-])c2)nc2ccccc2c1=O)NCC1CCCO1 (centres undefined)	-0.6	-12.0	-0.2	2.2	0.7	-0.8	0.8	3.6	37.6
O=S(=O)(c1cccc(C(F)(F)F)c1)N(CCCN1CCOCC1)Cc1cccs1	-4.6&-12.2	-0.4&0.7	1.1&-0.2	-3.9&0.7	-0.2&1.1	-2.3&-4.5	4.7&13.3	-14.9&-3.8	24.5&18.9
Cc1cc(N2CCN(C)CC2)nc2ccc(NC(=O)c3cccnc3Cl)cc12	-8.2	-11.9	-0.4	-3.8	1.1	-8.3	-17.3	-14.8	11.6
O=C1Nc2ccccc2N(O)N1c1cc(-c2cccc(Cl)c2)no1	-11.6	12.2	-0.7	0.7	-0.1	2.1	34.4	0.8	10.7
S=C(NCc1ccccn1)Nc1ccccc1Cl	-11.7	-9.1	-0.3	0.9	0.4	0.8	4.2	-27.0	11.2
COc1ccc(-n2c(Cc3cccn3C)nnc2SCC(=O)Nc2ccccc2C)cc1	0.0	-5.3	0.5	2.6	0.0	1.1	3.7	-30.0	-3.7
COC(=O)CSc1nsc(SCC(=O)OC)c1C#N	-8.5	-7.5	1.4	-1.5	-0.7	-7.8	4.7	1.4	-13.5
Nc1cc(N)nc(SCC(=O)N2CCN(C(=O)c3ccco3)CC2)n1	-26.9	5.2	-0.5	-0.9	-0.3	-0.1	-11.5	-1.7	-15.4
CCOC(=O)c1[nH]c(C)c(C(=O)OCC(=O)N(C)C2CCS(=O)(=O)C2)c1C (centres undefined)	-22.7	-3.9	1.5	1.7	0.7	1.9	12.8	-6.1	-10.7
CC(=O)NCCc1cc2cc(C)c(C)cc2[nH]c1=O	-6.8	-9.8	0.6	0.7	-0.3	-6.3	1.5	5.3	-13.2
COc1cc(NC(=S)Nc2ccc(N(C)C(C)=O)cc2)cc(OC)c1	0.5	-7.8	-0.1	-0.7	0.3	2.8	19.6	-10.3	5.6
CCN(Cc1ccncc1)Cc1cn[nH]c1-c1cc(OC)c(OC)c(OC)c1	-9.0	-8.6	1.5	-1.2	1.2	3.2	17.3	0.6	5.7
COC(=O)c1c(C)oc2ccc(OC(=O)c3cccs3)cc12	-7.1	-10.7	-1.4	-0.7	-1.5	-7.4	3.8	-3.3	86.3*
O=C(OCc1nnc(-c2ccc(Br)cc2)o1)c1cncc(Br)c1	-9.2	-22.2	-1.6	0.5	-0.6	-4.7	3.8	-3.9	3.1
O=C1CC(SCc2nc3ccccc3[nH]2)C(=O)N1c1ccc(F)c(Cl)c1 (centres undefined)	-0.7	-13.1	-0.2	0.2	0.1	-8.2	13.3	-11.1	26.1
Cn1nnnc1SCc1cn2cccnc2n1	-2.2	-2.4	0.9	-1.1	-0.9	-1.9	12.9	4.3	0.8
Cc1ccc(NC(=O)COc2ccccc2C=O)cc1Cl	-6.2	-27.4	0.7	-0.6	1.2	2.7	11.9	-0.8	-4.3
CC(C)c1ccc(NC(=S)Nc2ccc(OC(F)(F)F)cc2)cc1	-6.5	-13.8	0.9	-3.8	1.3	3.3	-21.4	1.4	4.3
O=C(C1CCCN(Cc2ccccc2)C1)N1CCCCC1 (centres undefined)	-7.2	-18.9	-0.9	1.0	0.2	-1.8	11.8	-0.6	12.4
COc1cccc(OC)c1NC(=O)NC(=O)c1c(OC)c(Br)cc([N+](=O)[O-])c1OC	-5.4	-6.0	0.0	1.1	0.4	3.2	7.8	1.1	19.3
CC1(C)Cc2c(c(-c3ccco3)nc3n[nH]c(N)c23)CO1	-9.2	-6.9	1.0	-8.0	-0.2	4.3	12.2	1.2	13.8
Oc1ccc2ccccc2c1Br	-15.9	-0.8	0.1	0.8	0.8	-0.6	-11.6	-3.2	26.2
Cc1ccc(-c2nc(N)n(C(=O)Cc3ccccc3)n2)cc1	-10.2	3.8	0.3	-2.7	-0.1	1.5	19.7	-1.7	86.2*
O=C(NCC1CCCO1)C1c2ccccc2Oc2ccccc21 (centres undefined)	-2.3	-7.3	-1.3	0.0	0.0	-1.1	9.0	-6.7	-5.5
COCCn1ccc(O)c(Cc2ccc(Cl)cc2)c1=O	-7.1	-4.7	-0.3	-2.9	0.1	3.7	19.4	-12.2	9.1
CCn1cc(NC(=O)Nc2ccccc2C(=O)OC)c(C(N)=O)n1	-12.2	-15.6	3.9	-0.5	0.7	2.7	27.4	-5.7	0.6
CC(C)C(NC(=O)CSCc1ccc([N+](=O)[O-])cc1)C(C)C	-9.5	6.2	-0.3	3.2	0.5	-9.5	6.0	2.9	9.1
CN1C(=O)OC2(C)CCc3ccccc3C12C (centres undefined)	-13.1	-5.7	-0.2	-0.4	0.2	3.9	-17.2	-8.5	6.1
COc1ccc(OCc2nc3c4c(ncn3n2)-c2ccccc2CC42CCCC2)cc1	-0.4	-6.2	0.6	3.2	0.8	5.1	16.5	-8.7	-15.1
CCC1CCc2c(sc(NC(=O)c3cccnc3)c2C(N)=O)C1 (centres undefined)	-17.6	.	-0.2	-0.9	-0.1	-2.6	9.3	-12.3	19.8
COC(=O)C(CC(C)C)NC(=O)c1ccc(F)cc1 (centres undefined)	-5.2	-16.9	0.3	0.5	0.3	0.2	-2.1	1.4	-16.9
CC1(C)SCC(C(=O)O)NC1=O (centres undefined)	-10.7	-7.8	1.5	-1.1	1.1	-1.5	15.5	5.3	-16.6
O=C(c1ccccc1)N1CCCN(c2nccc(C(F)(F)F)n2)CC1	-11.7	-11.8	0.1	-1.5	0.8	-2.7	26.5	-6.1	3.5
Cc1nc2ccccc2n1CC(O)COc1ccccc1Cl (centres undefined)	-13.2	-17.2	8.1	-5.2	5.1	-0.3	19.4	-6.0	30.9
COc1ccccc1C(=O)c1cc2ccc(O)cc2oc1=O	-19.7	-13.4	-0.6	0.4	-0.4	126.6*	-5.0	-9.6	10.2
CCOc1ccsc1C(=O)OC	2.2	-2.0	0.7	0.6	0.6	0.0	16.9	-6.7	6.4
O=C(N/N=C/c1cccnc1)c1cccc(S(=O)(=O)N2CCCC2)c1	4.7	6.3	1.1	-0.8	1.4	1.9	6.8	4.0	12.0
O=C(c1ccccc1)c1ccc(OCC(=O)N2CCOCC2)cc1	-2.3	-3.5	1.8	0.3	0.3	0.8	27.6	-3.8	1.0
O=C(Cc1ccccc1)NCC(=O)Nc1cccc(Br)c1	-8.5	-6.3	0.2	1.7	-0.1	-3.6	9.5	-14.4	0.1
Cc1cccc(NC(=O)c2ccccc2OCC(=O)c2ccc(F)cc2)c1	-16.6	1.2	2.1	2.1	0.7	-0.1	40.1	-2.0	5.4
Oc1ccccc1C=NC(c1ccccc1)C(O)c1ccccc1 (centres undefined)	-14.7	.	0.0	1.6	-0.1	-3.8	18.2	0.8	35.5
CCc1cccc(C)c1NC(=S)NCC1CCN(c2ccc(OC)cc2)C1 (centres undefined)	-21.4	21.4	-1.7	-3.8	-1.3	8.2	13.6	-5.2	15.8
CCc1ccc(OCc2ccc(C(=O)NCc3ccccn3)o2)cc1	12.7	-17.1	-1.9	-0.5	-0.2	2.1	-30.9	-5.7	-8.3
CC1=CN2C(=N)/C(=C\c3cn(CCCOc4ccccc4)c4ccccc34)C(=O)N=C2S1	-28.2	-7.8	1.6	-5.8	0.2	-141.7	6.9	-50.6	52.9
Cc1ccccc1-n1c(Cc2cccs2)n[nH]c1=S	-11.2	-6.7	-0.5	-2.4	0.1	2.8	-1.1	-16.4	1.6
Oc1ccc(/C=N/Nc2ccc(C(F)(F)F)cn2)cc1O	-4.7	-24.9	1.1	30.8	2.1	3.3	4.1	-6.0	26.0
CC(=O)Nc1ccc2c(c1)nc1n2CCN(C(C)c2ccccc2)C1 (centres undefined)	-10.0	-8.5	0.0	0.9	1.3	-5.8	22.5	-9.1	-18.9
COC(=O)C(NC(=O)c1ccccc1)(Nc1nc(C)cs1)C(F)(F)F (centres undefined)	-16.2	-11.3	0.3	-0.9	-0.8	-1.0	-4.2	-3.1	-5.9
Cc1ccc(-c2cn(-c3ccccc3)c3[n+]2CCCS3)cc1	-3.2&9.1	-7.8&-17.3	-0.7&0.8	-9.3&-9.8	0.3&0.6	-2.1&1.8	5.7&30.3	-8.5&-11.8	36.1&0.6
Cc1cccc(C(=O)N[C@H](C(=O)Nc2nccs2)C(C)C)c1	-4.5	-11.4	-0.8	0.4	-0.1	-2.9	8.1	-8.7	32.0
Cc1ccc(OCC(=O)N2CCN(C(=O)Cc3ccccc3)CC2)cc1	-15.2	14.3	0.4	-1.7	0.1	0.8	4.3	0.5	30.6
Cc1cc(C)c(C)c(OCC(=O)NCCN(C)C)c1	-5.2	-13.9	0.8	-1.1	0.9	-2.9	14.3	-3.3	2.5
CCC1CCCCN1CCCn1c(=S)[nH]c2ccccc2c1=O (centres undefined)	2.6	-29.0	0.5	0.4	0.2	0.7	18.3	-0.2	26.1
COc1ccc(-n2cnc3c(cnn3CCC#N)c2=N)cc1	-22.9	-12.8	0.2	-3.0	0.6	-2.2	13.2	-1.6	-2.3
COc1ccc(Br)c(C(=O)NCCC(C)C)c1	-6.3	-10.1	-1.0	0.7	-0.1	7.1	24.3	-14.5	-0.2
CC1CN(CCn2cnc3c(N)ncnc32)CC(C)O1 (centres undefined)	-16.3	-2.4	0.1	-0.7	0.8	-2.3	-10.9	-7.3	1.9

# Next part.
Structure	EBV gp42 block	MDM2 E3 inh	zfTRPN1 agonist	TNF death inh	TRPML3 ag	Runt-SMMHC FRET	PPC-1+TRAIL kill	NCF1 inh	CHOP inhibitor
Cn1c(C(=O)NCc2ccccn2)cc2c(=O)n3ccccc3nc21	-10.3	-7.7	0.2	-0.1	0.6	96.6*	32.3	-1.7	13.6
C=Cn1nc(C)c2ccccc2c1=O	-6.6	-7.0	0.9	2.2	-0.1	-4.5	6.7	2.6	22.0
CCOC(=O)c1c(C)n(C)c2ccc(OCC(O)Cn3c(C)nc4ccccc43)cc12 (centres undefined)	0.2	-0.6	0.2	-3.7	-0.6	-6.5	15.1	-14.5	50.8
Cc1cc(NC(=O)c2noc3c2CCCC3)no1	-11.7	-1.6	-0.3	1.3	1.1	-2.3	9.4	-3.2	24.5

# Rows were taken by chance (roughly 5.9% active in at least one column).
